N370S GC: inhibits or activates N370S mutant glucocerebrosidase | P04062 | N370S GC spleen homogenate, 4MU-glucoside fluorescence | Potency, µM (highest dose often 59.4 µM), inactives show at the top dose activity change, negative = inhibition, actives largely listed as inhibitors | actives 0.092% (n = 330,000) | AID 2101;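 further: 0% = full enzyme activity and -100% = no enzyme basal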
FEN1 inhibitor: human FEN1 inhibition; actives 0.35% (n = 390,000); Recombinant FEN1 flap cleavage, fluorescence, 15 min; Potency, µM (series often up to 114 µM), for the others: top-dose activity change, negative = inhibition, actives largely listed as inhibitors; AID 588795; P39748; further: nearly all actives have a fitted effect of over 65% in size
Target sequence (P39748 whole entry, looked up): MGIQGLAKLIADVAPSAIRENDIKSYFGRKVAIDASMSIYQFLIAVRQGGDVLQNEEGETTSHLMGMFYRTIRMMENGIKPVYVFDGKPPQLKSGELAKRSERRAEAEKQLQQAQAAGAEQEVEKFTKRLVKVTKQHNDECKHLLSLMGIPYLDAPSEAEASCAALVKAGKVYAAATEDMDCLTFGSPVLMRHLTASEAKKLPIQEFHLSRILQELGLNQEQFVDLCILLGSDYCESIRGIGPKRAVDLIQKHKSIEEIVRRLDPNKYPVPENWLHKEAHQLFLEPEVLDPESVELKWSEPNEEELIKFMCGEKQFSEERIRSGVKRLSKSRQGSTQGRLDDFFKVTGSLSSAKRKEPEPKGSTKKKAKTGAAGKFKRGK
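In this screen, 50 nM flap DNA substrate was added to 10 nM FEN1 pretreated with compound for 15 min at room temperature; cleavage was followed with reads at 0 and 15 min, and Hill fitting gave concentration–response parameters.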
TDP1 block: inhibitors of human tyrosyl-DNA phosphodiesterase TDP1. actives 0.28% (n = 350,000). Q9NUW8. recombinant TDP1, AlphaScreen DNA substrate cleavage. Potency, µM (series often up to 130 µM), for the others: at the highest dose activity change, negative = inhibition, usual class: inhibitors; further: nearly all actives have a fitted effect of over 40% in size
Target sequence (Q9NUW8 whole entry, looked up): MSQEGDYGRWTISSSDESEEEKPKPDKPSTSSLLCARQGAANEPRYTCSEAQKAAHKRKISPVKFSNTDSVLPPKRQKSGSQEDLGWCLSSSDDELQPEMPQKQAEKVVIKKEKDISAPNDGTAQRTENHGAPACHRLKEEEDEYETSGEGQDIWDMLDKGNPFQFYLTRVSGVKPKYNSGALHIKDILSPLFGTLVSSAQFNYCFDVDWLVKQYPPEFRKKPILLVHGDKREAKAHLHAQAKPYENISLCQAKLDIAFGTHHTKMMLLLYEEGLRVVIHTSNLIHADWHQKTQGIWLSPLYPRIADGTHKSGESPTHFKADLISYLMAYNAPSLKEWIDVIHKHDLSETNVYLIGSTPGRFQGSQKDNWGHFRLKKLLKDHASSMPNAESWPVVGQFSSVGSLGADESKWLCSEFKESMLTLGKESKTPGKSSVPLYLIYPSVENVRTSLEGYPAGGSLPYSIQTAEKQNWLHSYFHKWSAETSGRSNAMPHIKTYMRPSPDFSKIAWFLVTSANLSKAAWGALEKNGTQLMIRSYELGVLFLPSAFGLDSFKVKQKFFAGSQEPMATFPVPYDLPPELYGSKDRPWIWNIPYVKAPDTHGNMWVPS
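Compounds were preincubated with Tdp1 (1 nM final) for 15 min at room temperature before substrate (15 nM final) started a 5 min reaction; beads (10 ug/ml final) were then added for 10 min before AlphaScreen detection.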
* hit, by the source's call; ? = inconclusive; nt = no result given; & = joins results of further samples; [ ] = remark or other dose. The call rests on the fitted dose curve; in most records, active means well fitted curve in the direction sought with a large enough effect; inconclusive means small, poorly fitted or top-dose-only effect, or another doubt; inactive means no such curve, though single readings can be large; an effect the other way counts as inactive or inconclusive. Unless noted, on the % scale 0 is the no-effect control and ±100 the full control effect; potency means the concentration at half of the fitted maximal effect.

SMILES | N370S GC | FEN1 inhibitor | TDP1 block
CC(=O)c1sc(NC(=O)c2cccs2)nc1C | 5% | -6% | nt
NS(=O)(=O)c1ccc(CCNC(=O)c2ccc3nc(CCc4ccccc4)oc3c2)cc1 | nt | 17% | 3%
O=c1nc(-c2ccccc2)nc(-c2ccccc2)[nH]1 | 13% | 2% | 6%
COc1ccc(C(=O)N2CCN(C(=O)Cc3ccccc3)CC2)cc1OC | 2% | -8% | 4%
Cc1nn(C)cc1C(=O)/C=C/c1ccc([N+](=O)[O-])cc1 | 8% | 10% | 0%
COc1cccc(C(=O)C2CCCN(Cc3cccc(-n4nc(C)cc4C)c3)C2)c1 (stereo not drawn) | 2% | ? | nt
COC(=O)c1sccc1NC(=O)CC1C(=O)NCCN1C(=O)Nc1ccccc1 (stereo not drawn) | 4% | 6% | 1%
CC(C)CNC(=O)c1cc(S(=O)(=O)N2CCOCC2)ccc1N1CCCC1 | 1% | -1% | 1%
COc1ccc(CCc2nnc(NS(C)(=O)=O)s2)cc1 | 2% | -4% | ?
Cc1ccc(S(=O)(=O)N2CCCC2CNC(=O)c2ccc3c(c2)OCO3)cc1 (stereo not drawn) | -11% | -1% | 0%
COCCn1c(SCc2ccc(C(=O)OC)o2)nc2cc(Cl)ccc2c1=O | 28% | -16% | 0%
COc1ccccc1NS(=O)(=O)c1ccc2c(c1)NC(=O)CC(=O)N2 | -10% | 6% | 4%
CCCCCOc1ccc(/C=c2\sc3ncnn3c2=O)cc1 | -2% | nt | 4%
COC(=O)c1cccc(C(=O)Oc2cccc(Br)c2)n1 | 9% | -3% | -1%
CCCCOCC(O)CCc1n[nH]c(=S)n1-c1ccccc1 (stereo not drawn) | -7% | 1% | nt

Continued; the last six above are carried over.
SMILES | N370S GC | FEN1 inhibitor | TDP1 block
Cc1ccc(S(=O)(=O)N2CCCC2CNC(=O)c2ccc3c(c2)OCO3)cc1 (stereo not drawn) | -11% | -1% | 0%
COCCn1c(SCc2ccc(C(=O)OC)o2)nc2cc(Cl)ccc2c1=O | 28% | -16% | 0%
COc1ccccc1NS(=O)(=O)c1ccc2c(c1)NC(=O)CC(=O)N2 | -10% | 6% | 4%
CCCCCOc1ccc(/C=c2\sc3ncnn3c2=O)cc1 | -2% | nt | 4%
COC(=O)c1cccc(C(=O)Oc2cccc(Br)c2)n1 | 9% | -3% | -1%
CCCCOCC(O)CCc1n[nH]c(=S)n1-c1ccccc1 (stereo not drawn) | -7% | 1% | nt
Cc1cc(=O)oc2cc(OS(C)(=O)=O)ccc12 | 5%&18% | 5% | 8%&1%
COC(=O)c1cc(S(=O)(=O)N2CCOCC2)c(N2CCOCC2)cc1N1CCOCC1 | -5% | 6% | 2%
C1CCc2nc3c(nc2C1)CCCC3 | 3% | 17% | -1%
O=C(Nc1ccc(Cl)cc1)Nc1ccccn1 | ? | 1% | 4%
CCc1ccc2oc(C(=O)Nc3cccc(C(F)(F)F)c3)cc(=O)c2c1 | nt | -4% | -6%
Cn1c(-c2ccccc2)c(CCO)c2ccccc21 | 3% | -8% | 4%
O=C(NCCCCc1ccccc1)c1ccccc1Cl | -1% | 0% | 1%
CCCc1cc(=O)oc2c(C)c(O[C@@H]3O[C@H](CO)[C@@H](O)[C@H](O)[C@H]3O)ccc12 | -24% | -11% | nt
COc1cc(O)c(C(CCN2CCCCC2)c2ccc(N(C)C)cc2)c(OC)c1 (stereo not drawn) | -3%&4% | 4%&9% | 24%&7%
COc1ccc(N(CC(=O)NC2CC3CCC2C3)S(=O)(=O)c2ccccc2)cc1OC (stereo not drawn) | -15% | 3% | 6%
N#Cc1ccccc1NC(=O)CSc1nc(-c2ccccc2)cc(C(F)(F)F)c1C#N | nt | -2% | 4%[12.3 µM]
Cc1ccccc1NC(=O)CSC1=Nc2ccccc2C2=NC(Cc3ccccc3)C(=O)N12 (stereo not drawn) | nt | 17% | 6%
CCOC(=O)N1CCC(N2CC34C=CC(O3)C(C(=O)Nc3ccc(C)cc3)C4C2=O)CC1 (stereo not drawn) | -4% | -10% | -2%
CCc1ccc(NC(=O)C2=CC(c3ccc(OC)c(OC)c3)=NS(=O)(=O)N2C)cc1 | -15% | -1% | nt
COc1cc(NC(=O)CSc2nc3nc(C)c(Cc4ccccc4)c(C)n3n2)cc(OC)c1OC | nt | -30% | 10%

Only TDP1 block and FEN1 inhibitor, for 2 of the compounds above:
SMILES | TDP1 block | FEN1 inhibitor
COc1cc(O)c(C(CCN2CCCCC2)c2ccc(N(C)C)cc2)c(OC)c1 (stereo not drawn) | 24%&7% | 4%&9%
COc1ccc(N(CC(=O)NC2CC3CCC2C3)S(=O)(=O)c2ccccc2)cc1OC (stereo not drawn) | 6% | 3%

(further entries)
SMILES | N370S GC | FEN1 inhibitor | TDP1 block
CCOC(=O)c1sc2nc3n(c(=O)c2c1C)CCCCC3 | -4% | -2% | 2%
CCN1CCN(CCCNC(=O)Cn2nc(C)n3c(cc4c(OC)cccc43)c2=O)CC1 | nt | -1% | -2%
COc1ccc(NC(=O)N2CCc3nc(-c4ccc(OC)cc4C)c4c(c3C2)CO[C@@H](c2ccccc2)C4)cc1 | 0%[12.8 µM] | nt | 7%[12.3 µM]
C=CCNc1nc(C(=O)OCC(=O)Nc2ccc(S(N)(=O)=O)cc2)cs1 | -5% | 8% | -2%[0.505 µM]
Cc1nc(CSc2nnc3scc(-c4ccc(Cl)cc4)n23)cs1 | nt | -12% | -7%
CCN(C(=O)COC(=O)Cc1c[nH]c2ccccc12)C1CCS(=O)(=O)C1 (stereo not drawn) | 1% | 0% | 2%
COc1ccc(N2CCN(C(=O)c3ccc4c(c3)NC(=O)C(CSCc3ccc(C)cc3)N4)CC2)cc1 (stereo not drawn) | -6% | nt | 5%
O=C(NCCc1cccs1)c1cccs1 | 12% | 21% | 5%
Cc1c(C(=O)N2CCCCCC2)c(S(=O)(=O)NCc2ccccc2)c(C)n1C | nt | 17% | 3%
O=C(Nc1cccc(C(F)(F)F)c1)c1cc2nc(-c3ccc4c(c3)OCO4)cc(C(F)(F)F)n2n1 | nt | -7% | -1%
O=C1CCCC=C1[C@@H](O)CCOC(c1ccccc1)(c1ccccc1)c1ccccc1 | -1% | nt | 1%
Cc1csc(NC(=O)c2ccc[nH]c2=O)n1 | -1% | -12% | nt
O=C(Nc1nc2c(s1)CCCC2)c1cc(-c2ccncc2)nc2ccccc12 | -11% | -5% | 5%
O=C(Nc1cc(S(=O)(=O)Nc2ccccc2F)ccc1Cl)c1ccc(F)cc1F | nt | -8% | 0%
O=C(CCSc1nnc(-c2ccco2)o1)N1CCOCC1 | 8% | -3% | 8%
OC1CCN(Cc2ccc3ccccc3c2)CC1 | -4% | 6% | nt
CC(=O)Nc1ccc(S(=O)(=O)Nc2ccc3ccccc3n2)cc1 | 0% | 21% | 4%
O=C(c1ccc(S(=O)(=O)NCC2CCCO2)cc1)N1CCN(c2ccccc2)CC1 (stereo not drawn) | -4% | -11% | 3%
Cc1ccc(N2CCN(C(=O)c3ccccc3NC(=O)C3CCCCC3C(=O)O)CC2)cc1 (stereo not drawn) | -3% | -10% | 3%
CCCCN(Cc1cc2cc(C)ccc2[nH]c1=O)C(=O)c1ccccn1 | 1% | -11% | nt
COCC(=O)Nc1nc(-c2ccc(C)cc2)c(C)s1 | 5% | 0% | 5%
Cc1cccc(NC(=O)CN2CCC(NC(=O)C3CCCCC3)CC2)c1C | 1% | 8% | 3%
CN(CC(=O)Nc1ccccc1Cl)CC(=O)Nc1c(F)cccc1F | 14% | 3% | 0%
COc1ccccc1NC(=O)N1CCCC1C(=O)NCCc1ccccc1 (stereo not drawn) | -14% | 0% | 1%
CC1(C)CC(=O)C=C(Nc2ccc([N+](=O)[O-])cc2)C1 | -18% | 2% | 4%
COc1cccc(C2NC(=S)NC3=C2CCc2ccccc23)c1 (stereo not drawn) | 7% | 1% | -3%
CCOc1ccc(NC(=S)c2ccncc2)cc1 | -4% | -4% | 8%
CC(C)(C)c1ccc(C(=O)Nc2cccnc2)cc1 | 1% | -17% | nt
CC1=CC(C2CC(=O)N(c3ccccc3C)C2=O)CC2C(=O)N(c3ccccc3C)C(=O)C12 (stereo not drawn) | 21% | 13% | -3%
Cc1ccnc(NC(c2ccccc2F)c2ccc3cccnc3c2O)c1 (stereo not drawn) | nt | -18% | 8%
COc1ccc(S(=O)(=O)N2CCc3ccccc32)cc1NC(C)=O | 17% | -2% | 5%
Cc1cccc(N2CCN(C(=O)C3CCN(C(=O)c4cc5sccc5n4C)CC3)CC2)c1C | nt | -19% | 6%
CCC1=C/C(=C/N(C)c2ccccc2)C(=O)S1 | 4% | -9% | 2%
Cc1cc(C)nc(SC(C)C(=O)Nc2ccc(S(N)(=O)=O)cc2)n1 (stereo not drawn) | -2% | 11% | 0%
CCCCOCCCNC(=O)CC(C)c1ccccc1 (stereo not drawn) | -11% | -3% | -3%
O=C(c1c[nH]c2ccccc12)N1CCN(c2ccccc2)CC1 | -1% | -19% | 8%
O=C(Sc1cccc2cccnc12)c1ccccc1Br | 6% | nt | -6%
Cc1nn(-c2ccc3nncn3n2)c(C)c1CCC(=O)Nc1ccc(OC(F)(F)F)cc1 | nt | -3% | 5%
C=CCNC(=S)Nc1ccc(C(N)=O)cc1 | 2% | 9% | -2%
Cc1ccc(S(=O)(=O)c2nnn3c2nc(NC(C)C)c2cc(Cl)ccc23)cc1C | nt | -3% | 1%
O=C(Cc1ccccc1)Nc1ccccc1N1CCOCC1 | 19% | 7% | 0%
C[C@@H](c1ncncc1F)[C@](O)(Cn1cncn1)c1ccc(F)cc1F | 1% | nt | -6%
N#Cc1cc2c(=O)n3ccccc3nc2n(-c2nnc(SCc3ccc(F)cc3)s2)c1=O | nt | 17% | -5%
O=S(=O)(Nc1cccnc1)c1ccc(C2CCCCC2)cc1 | nt | 0% | -3%
Cc1cc2c(s1)c1cnn(CC(=O)N3CCOCC3)c(=O)c1n2C | nt | 12% | 3%

Quoted at random: four entries already listed.
SMILES | N370S GC | FEN1 inhibitor | TDP1 block
Cc1cc2c(s1)c1cnn(CC(=O)N3CCOCC3)c(=O)c1n2C | nt | 12% | 3%
CCN(C(=O)COC(=O)Cc1c[nH]c2ccccc12)C1CCS(=O)(=O)C1 (stereo not drawn) | 1% | 0% | 2%
CCCCOCC(O)CCc1n[nH]c(=S)n1-c1ccccc1 (stereo not drawn) | -7% | 1% | nt
O=C(Sc1cccc2cccnc12)c1ccccc1Br | 6% | nt | -6%

Following part
SMILES | N370S GC | FEN1 inhibitor | TDP1 block
COc1ccccc1CCC(=O)Nc1ncc(C)s1 | 1% | -13% | nt
C[C@H](CO)N1C[C@H](C)[C@@H](CN(C)S(C)(=O)=O)Oc2ccc(NS(=O)(=O)c3cn(C)cn3)cc2C1=O | nt | 3% | -2%
CCOC(=O)C1CCCCN1Cc1ccc(F)cc1 (stereo not drawn) | 6% | 6% | 5%
CC(=O)c1cc(-c2ccccc2)n(CC(=O)Nc2ccc(C)c(C)c2)c1C | 4% | -6%&8% | -6%&2%
O=C(Nc1nnc(N2CCCCCC2)s1)Nc1cc(F)ccc1F | nt | 15% | 9%
CCn1cc(C(=O)OCC(=O)Nc2cc(OC)cc(OC)c2)c(=O)c2ccc(C)nc21 | nt | 8% | 4%
COc1cc(NC2c3ccccc3C(=O)N2Cc2ccccc2Cl)cc(OC)c1 (stereo not drawn) | 17% | 0% | 10%
CCOC(=O)c1c(-c2ccc(OC)cc2)csc1NC(=O)CCN1C(=O)c2ccccc2C1=O | 5% | -19% | -1%
COc1ccc(C(=O)Nc2nnc(CCc3ccccc3)s2)c(OC)c1 | 0% | 1% | 2%
Cn1cc(C=C2C(=O)Nc3cccnc32)c2ccccc21 | 2%&8% | nt | 13%&9%
Cn1c2c(c(=O)n(C)c1=O)[C@@]1(C(=O)Nc3ccccc31)C(C#N)=C(N)O2 | -4% | 1% | 3%
COc1ccc(-c2noc(CCC(=O)NCc3cccnc3)n2)cc1 | ? | -5% | 6%
CCN(Cc1ccncc1)Cc1cn(C)nc1-c1ccc(Oc2ccccc2)cc1 | -13% | 7% | 9%
c1ccc(CCc2nc(-c3ccccc3)no2)cc1 | 2% | -2% | -8%
COCCNc1nc(-c2cc(-c3ccc(Cl)cc3)on2)cc(C(C)C)n1 | -2% | 8% | 2%
O/N=C/Cc1[nH]c2ccccc2c1-c1ccccc1 | 8% | -11% | nt
Cc1nnc2sc(-c3ccc(-c4ccc(Cl)c(C(F)(F)F)c4)o3)nn12 | 0% | -5% | 3%
c1ccc2nc3c(nc2c1)CCc1nonc1-3 | -8% | 4% | 2%

An unsorted share of the library; 0.57% or so of the library scored in one or more.
